Kir21 inh: inhibitors of mouse Kir2.1 inward-rectifier potassium channel; P35561; HEK293-Kir2.1, FluxOR thallium flux fluorescence; stronger effect = lower value; B-score at 10 µM; actives 0.85% (n = 310,000); AID 1672;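 active means fluorescence ratio B-score at or below minus 3 SD of library scores, with starting-brightness B-score within 2 SD, cut at about -4.2 in these data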;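 further: channel flux triggered by added potassium and thallium sulfate stimulus; B-score of peak minus minimum fluorescence over baseline after thallium stimulus; more negative B-score means stronger Kir2.1 block with less thallium influx; some compounds called inactive have numbers as strong as hits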
Target sequence (P35561 whole entry, looked up): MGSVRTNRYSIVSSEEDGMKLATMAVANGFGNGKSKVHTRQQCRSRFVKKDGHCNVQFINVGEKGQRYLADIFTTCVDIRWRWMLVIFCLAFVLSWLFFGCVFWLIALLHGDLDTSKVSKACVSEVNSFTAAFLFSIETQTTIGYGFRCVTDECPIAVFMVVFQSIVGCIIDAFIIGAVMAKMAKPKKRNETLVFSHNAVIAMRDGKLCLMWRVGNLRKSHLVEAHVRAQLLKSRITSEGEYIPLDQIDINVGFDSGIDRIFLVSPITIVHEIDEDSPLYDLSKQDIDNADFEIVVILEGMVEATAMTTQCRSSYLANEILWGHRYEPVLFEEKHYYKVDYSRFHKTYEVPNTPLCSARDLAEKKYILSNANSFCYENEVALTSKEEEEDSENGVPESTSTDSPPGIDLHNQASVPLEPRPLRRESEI
KCNQ2 block: KCNQ2 potassium channel inhibitors, primary screen, cell-based, CHO-K1, FluxOR thallium flux, B-score (AID 2156). O88943. 20 min; stronger effect = lower value. B-score at 10 µM. actives 1.1% (n = 310,000);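 active means fluorescence ratio B-score at most minus 3 library SDs, with starting brightness B-score within 2 library SDs, cut at about -5.5 in these data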
Numbers without * were called inactive; i = inactive.

SMILES | Kir21 inh | KCNQ2 block
CCC(=O)c1cn(CC(=O)Nc2cccc(C)c2C)c2ccccc12 | -1.8 | i
Cn1c(SCc2cccc(C(F)(F)F)c2)nnc1-c1ccco1 | -0.69 | i
Cc1ccc(NN2C(=O)C=C(c3ccccc3)C2=O)cc1 | -1.4 | i
CN(C)c1ccc(C2N(C(=O)N3CCOCC3)CCN2S(=O)(=O)c2ccccc2)cc1 (stereo not given) | -0.24 | i
O=C1NC(Nc2ccccn2)(C(F)(F)F)C(=O)N1c1ccc(F)cc1 (stereo not given) | 0.49 | i
Cc1c(Br)cc(C(=O)NC2CCCCC2)c(C)c1C | 0.17 | i
CCCCn1c(S(=O)(=O)O)nc2ccccc21 | -0.8 | i
N#CCCn1cc(C(=O)Nc2ccc(C(=O)O)cc2)c(-c2ccc([N+](=O)[O-])cc2)n1 | -0.96 | i
O=C(COc1ccc(Cl)cc1)NCCCNC(=O)c1ccncc1 | -0.45 | i
O=C(Nc1cccnc1)c1ccc(Cl)c(S(=O)(=O)N2CCCC2)c1 | 0.27 | i
COC(=O)c1cc(C(=O)Nc2nnc(CC(C)C)s2)cc([N+](=O)[O-])c1 | 2 | i
O=C(COc1ccc([N+](=O)[O-])cc1)NCc1cccnc1 | -0.04 | i
CCCCCc1cc(=O)oc2c(C(CCN3CCCCC3)c3cc(OC)c(OC)c(OC)c3)c(OC)cc(OC)c12 (stereo not given) | -1.5 | i
COC(=O)c1n[nH]nc1-c1ccccc1 | 0.01 | i
Cc1cc(C(F)F)n2ncc(C(=O)N3CCCCC3)c2n1 | 0.84 | i
Cc1c([N+](=O)[O-])cc(C(=O)Nc2ccc(Cc3ccncc3)cc2)cc1[N+](=O)[O-] | -0.45 | i
CCCCc1ccc(S(=O)(=O)N2CCC3(CC2)OCCO3)cc1 | -0.04 | i
O=C(CN1C(=O)COc2ccc(Cl)cc21)N1CCOCC1 | -0.16 | i
Cc1ccc(S(=O)(=O)NCC(=O)NCC(=O)N2CCC(C)CC2)cc1 | -0.2 | i
CC(C(=O)Nc1cccnc1)n1cc([N+](=O)[O-])cn1 (stereo not given) | -0.01 | i
Cc1cc(-c2nnc(CCC(=O)N(C)Cc3cccc4ccccc34)o2)no1 | 1.4 | i
Cc1ccc(-c2csc3nnc(SCC(=O)N4CCN(Cc5ccccc5)CC4)n23)cc1 | 0.11 | i
COc1ccccc1NC(=S)NCC1CCCO1 (stereo not given) | 0.57 | i
CNCC(O)c1ccc(O)c(O)c1 (stereo not given) | -0.43 | i
c1ccc(-c2cnnn2-c2ccccc2)cc1 | -2 | i
CC1(NC(=O)Cc2ccc(S(=O)(=O)N3CCOCC3)s2)CCS(=O)(=O)C1 (stereo not given) | -0.59 | i
CCn1c2ccccc2c2cc(CN3CCN(S(=O)(=O)CC)CC3)ccc21 | -1.2 | i
COc1ccc2nc(NC(=O)CSc3n[nH]c(N)n3)sc2c1 | -2.2 | i
Cc1cc(NC(=O)COC(=O)c2ccco2)no1 | -0.89 | i
CCCC(=O)NCc1ccncc1 | -0.99 | i
C/C(=N\NS(=O)(=O)c1ccc(Cl)c([N+](=O)[O-])c1)c1ccc(C)o1 | 1.1 | i
COc1ccc(C(=O)N2CCC(C(=O)c3c(C)cc(C)cc3C)CC2)cc1 | 0.9 | i
COc1ccc2[nH]c(C)c(CCN(Cc3cccs3)C(=S)Nc3ccccc3OC)c2c1 | 0.07 | i
CC(=O)C1=NOC(CNC(=O)c2c(-c3ccccc3Cl)noc2C)C1 (stereo not given) | -0.32 | i
O=C(CSc1nc2ccccc2c(=O)n1CCCN1CCOCC1)Nc1cccc(S(=O)(=O)N2CCCCCC2)c1 | 0.22 | i
Cc1ccc(C(=O)N2CCC(Cc3ccccc3)CC2)cc1[N+](=O)[O-] | -0.38 | i
Cc1ccc(N2C(S)=C(C#N)C(=O)NC2c2cccs2)cc1 (stereo not given) | 0.99 | i
Cc1cc(C)nc(SCc2cccc(C(=O)O)c2)n1 | 0.5 | i
CC(NC(=O)C1CCCCC1)c1ccc2c(c1)OCCO2 (stereo not given) | -0.32 | i
COc1ccc(CCNC(=O)CSCc2ccc(Br)cc2)cc1OC | -3.6 | i
COCCN(CC(=O)NCc1ccccc1)C(=O)CCC(=O)Nc1ccccn1 | 2.5 | i
O=C(Cc1cccs1)NCc1cccs1 | -0.42 | i
Cc1cc2n(n1)C(c1sccc1C)Nc1ccccc1-2 (stereo not given) | -1.7 | i
NC(=O)C1CCN(C(=O)c2cnn(-c3ccccc3)c2NC(=O)c2cccc(F)c2)CC1 | -1.3 | i
COc1cccc(COC(=O)C2CC(=O)N(Cc3ccco3)C2)c1OC (stereo not given) | 0.09 | i
c1ccc(CSc2nnc(-c3ccco3)n2Cc2ccccc2)cc1 | -8.3* | i
COc1ccc(C2CC(c3ccccc3)=NN2C(=O)c2cccs2)cc1 (stereo not given) | -0.18 | i
CCOCCCNC(=O)Cc1c(C(=O)O)[nH]c2ccc(Cl)cc12 | -2.1 | i
O=C(O)c1ccc2c(c1)OCCO2 | -0.6 | i
CCCc1nc(N)c(C#N)c(-c2ccco2)c1CC | -1.3 | i
COc1ccc(CNC(=O)c2onc(C)c2Cl)cc1 | -0.1 | i
O=C(Oc1cccc2cccnc12)c1cccc([N+](=O)[O-])c1 | 0.91 | i
O=[N+]([O-])c1ccccc1S(=O)(=O)N1CCc2ccccc2C1 | -0.05 | i
CSCc1cc(N(C)C)nc(SCc2ccc(Cl)cc2Cl)n1 | 0.24 | -9.7*
CCOC(=O)C1CCCN(c2nc3ccccc3nc2C(C#N)C(=O)NCc2ccccc2)C1 (stereo not given) | -1.1 | i
Cc1ccc(C)c(S(=O)(=O)NCC(=O)Nc2sc3c(c2C(N)=O)CCC(C)C3)c1 (stereo not given) | -0.63 | i
Cc1ccccc1Nc1nc(-c2sc(NC(=O)c3cccc(Cl)c3)nc2C)cs1 | 0 | i
O=S(=O)(c1ccc(Br)s1)N1CCc2ccccc2C1 | -0.88 | i
Cc1cc(CSc2ccccc2)ccc1NC(=O)c1ccc(CN2CCOCC2)cc1 | 0.11 | i
O=C(N/N=C/c1cc([N+](=O)[O-])ccc1O)c1c[nH]c2ccccc12 | 0.53 | i

A different layout for some results above:
Screens in order – Kir21 inh	KCNQ2 block
> Cc1c(Br)cc(C(=O)NC2CCCCC2)c(C)c1C
  0.17	i
> CCCCn1c(S(=O)(=O)O)nc2ccccc21
  -0.8	i
> N#CCCn1cc(C(=O)Nc2ccc(C(=O)O)cc2)c(-c2ccc([N+](=O)[O-])cc2)n1
  -0.96	i
> O=C(COc1ccc(Cl)cc1)NCCCNC(=O)c1ccncc1
  -0.45	i
> O=C(Nc1cccnc1)c1ccc(Cl)c(S(=O)(=O)N2CCCC2)c1
  0.27	i

Quoted from the listing.
`CCOC(=O)C1CCCN(c2nc3ccccc3nc2C(C#N)C(=O)NCc2ccccc2)C1` (stereo not given) in Kir21 inh shows -1.1
`COc1ccc(CNC(=O)c2onc(C)c2Cl)cc1` in Kir21 inh shows -0.1
`c1ccc(CSc2nnc(-c3ccco3)n2Cc2ccccc2)cc1` in Kir21 inh shows -8.3*
`CSCc1cc(N(C)C)nc(SCc2ccc(Cl)cc2Cl)n1` in Kir21 inh shows 0.24
`NC(=O)C1CCN(C(=O)c2cnn(-c3ccccc3)c2NC(=O)c2cccc(F)c2)CC1` in Kir21 inh shows -1.3
`CCOCCCNC(=O)Cc1c(C(=O)O)[nH]c2ccc(Cl)cc12` in Kir21 inh shows -2.1

Other compounds.
SMILES | Kir21 inh | KCNQ2 block
O=C(CN(Cc1ccccc1Cl)C(=O)c1ccc(CN2CCOCC2)o1)NCC1CCCO1 (stereo not given) | 0.19 | i
Cc1cccc(-c2ccc(C=Nc3c(C)n(C)n(-c4ccccc4)c3=O)o2)c1 | -0.62 | i
COc1ccc(C2CC(c3cccs3)=NN2c2nc(C)c(C(C)=O)s2)cc1OC (stereo not given) | 0.02 | i
O=C(COc1ncnc2ccccc12)NCC1CCCO1 (stereo not given) | -0.42 | i
Cn1c(=O)nc2n(Cc3ccccc3)c3ccccc3cc-2c1=O | -0.15 | i
Cc1nc(NC(=O)CSc2ccccc2N)sc1C | 1.2 | i
CC(C)N(CCNCC(O)COc1ccc(C(C)(C)c2ccccc2)cc1)C(C)C (stereo not given) | -1.7 | i
COc1ccc(S(=O)(=O)N2CCC(C(=O)NCCC(=O)NCc3cccc(OC)c3)CC2)cc1 | 0 | i
CSc1c(C#N)sc(=S)n1-c1ccc(C)cc1 | 0.67 | i
CCOC(=O)c1nn(-c2ccccc2)c(C#N)c1N | 0 | i
Cc1cc(NC(=O)CSc2nc(-c3ccccc3)nc3c2c(=O)n(C)c(=O)n3C)no1 | -2.2 | i
COc1ccccc1N1CCN(C(=O)c2cccs2)CC1 | -1.6 | i
CN1CCC(=O)N([C@H](CSc2ccccc2)c2ccccc2)CC1 | 1.6 | i
O=C(CCOc1ccccc1)NCC(c1ccco1)N1CCCCC1 (stereo not given) | 0.16 | i
COc1ccc(-c2noc(CNC(=O)CCN3C(=O)[C@H]4CC=CC[C@H]4C3=O)n2)cc1 | -0.92 | i
CC(C)NC(=O)C1(c2ccccc2)CCOCC1 | -0.01 | i
Cc1c(OCC(=O)NCC2CCC(C(=O)NCCCO)CC2)ccc2c(-c3ccccc3)cc(=O)oc12 (stereo not given) | 1.5 | i
Nc1cc(=O)[nH]c(=O)n1CCCc1ccccc1 | -0.01 | i
CN1CCC(=NNC(=O)c2cn(-c3ccccc3)nc2-c2ccccc2)CC1 | -0.48 | i
Cn1c(=O)[nH]c(=O)c2c1nc(N1CCNCC1)n2Cc1ccccc1 | 1.1 | i

KCNQ2 block: entries above that show a hit.
SMILES | Kir21 inh | KCNQ2 block
CSCc1cc(N(C)C)nc(SCc2ccc(Cl)cc2Cl)n1 | 0.24 | -9.7*

(more compounds)
SMILES | Kir21 inh | KCNQ2 block
O=S(=O)(NC(=S)c1ccccc1)c1ccccc1 | 0.46 | i
COc1cccc(C2=NOC(C(=O)NC3CCCCC3)C2)c1 (stereo not given) | 0.41 | i
Cc1ccccc1NC(=O)CSc1nnc(Cc2cccn2C)n1-c1ccc(F)cc1 | 0.38 | i
CC1CC(C)CN(CCCNC(=O)Cn2ncn3cccc3c2=O)C1 (stereo not given) | -0.98 | i
O=C(COC(=O)C12CC3CC(CC(C3)C1)C2)NCCCc1ccccc1 | -0.65 | i
CCCCCC(=O)NC(=S)Nc1cccc(C(C)=O)c1 | 2 | i
Cc1ccc(S(=O)(=O)Nn2c(O)c(C=C3N=c4ccccc4=N3)sc2=S)cc1 | 2.6 | i
O=C(Nc1ccccc1F)Nc1cc(S(=O)(=O)N2CCOCC2)ccc1N1CCCC1 | -0.84 | i
O=C1CC(c2cccc(Cl)c2)CC(O)=C1C=NC1CCCC1 (stereo not given) | 0.02 | -6.8*
COC(=O)c1c(NC(=O)CN2CCN(S(=O)(=O)c3ccccc3)CC2)sc2c1CCC(C)C2 (stereo not given) | 1.3 | i
O=C(O)CCSc1nnc(COc2cccc3cccnc23)n1-c1ccccc1 | 0 | i
COc1ccc(/C=N/Nc2nc(Nc3ccccc3)nc(N3CCCC3)n2)cc1 | -0.02 | i
CC(C)c1ccc2c(c1)C(c1ccc(N3CCOCC3)cc1)=NNC(c1cccs1)=N2 | -0.46 | i
CCOC(=O)C1=C(C)N=c2s/c(=C/c3ccc(OCC(=O)O)cc3)c(=O)n2C1c1ccc(OC)cc1OC (stereo not given) | 0.38 | i
CCOC(=O)c1c(NC(=O)CSc2nnc(CNC(=O)c3ccco3)n2C)sc2c1CCC2 | -0.36 | i
Cc1c(NS(=O)(=O)c2ccc(C(=O)NCc3ccccc3)cc2)c(=O)n(-c2ccccc2)n1C | -0.18 | i
CC(On1c(-c2ccccc2)nc2ccc(Cl)cc21)C(=O)O (stereo not given) | -0.39 | i
COc1cc(C2NC(=O)CCC2[N+](=O)[O-])cc(Br)c1OC (stereo not given) | 2.1 | i
O=C(Nc1ccccc1-c1ccccc1)C1CCCC1 | -2.6 | i
O=c1[nH]nc(Sc2ncnc3sccc23)n1CCc1ccccc1 | -1.5 | i
c1ccc(CN2OCC3Cn4c(nc5ccccc54)C32)cc1 (stereo not given) | 1.4 | i
COc1cc(C(=O)Oc2ccccc2N)cc(OC)c1OC | -1.1 | i
COc1ccc(CNC(=O)C(=O)NCC2CCCO2)cc1 (stereo not given) | 0.73 | i
Cc1ccc(S(=O)(=O)NCCSc2nnnn2-c2ccccc2)cc1 | -7.1* | i
CCCn1c(Cc2ccccc2)n[nH]c1=S | 3.2 | i
S=c1[nH]nc(CSCCOc2ccc(Cl)cc2Cl)o1 | 0.95 | i
CCSCCNC(=O)c1cc(-n2cnnc2)ccc1Cl | -1.2 | i
CC(=O)Nc1ccc(OCC(O)Cn2c(C)nc3ccccc32)cc1 (stereo not given) | -0.54 | i
Cn1c(=O)oc2cc(S(=O)(=O)N3CCCC(C(=O)NCC4COc5ccccc5O4)C3)ccc21 (stereo not given) | 0.6 | i
COC(=O)c1ccc(OCC(=O)c2cccc(OC)c2)cc1 | 0.48 | i
CCCCOc1ccc(C(=O)NCC(=O)N(C)CC(=O)Nc2ccc(N3CCOCC3)cc2)cc1 | 3.2 | i
COc1cccc(C(=O)OCC(=O)Nc2ccccc2N2CCOCC2)c1 | -3.6 | i
Cc1cc(C)c(C)c(S(=O)(=O)NCC(=O)Nc2sc3c(c2C(N)=O)CCCC3)c1C | 0.86 | i
NC(=O)/C(=C\c1ccccc1)NC(=O)/C=C/c1ccccc1 | 1.7 | i
CC1(C)CC(=O)C=C(NNC(=O)c2ccccc2)C1 | -0.72 | i
CCOC(=O)Cn1c(=O)c(F)cn(Cc2ccc(OC)c([N+](=O)[O-])c2)c1=O | 0.67 | i

Two of the compounds above, field by field:
> CCCCOc1ccc(C(=O)NCC(=O)N(C)CC(=O)Nc2ccc(N3CCOCC3)cc2)cc1
- Kir21 inh = 3.2
- KCNQ2 block = i
> COc1cccc(C(=O)OCC(=O)Nc2ccccc2N2CCOCC2)c1
- Kir21 inh = -3.6
- KCNQ2 block = i

Screening results: PubChem BioAssay, Johns Hopkins Ion Channel Center

Random draw from the library; about 1.9% have a hit in one of these screens.
